# Screening results from PubChem BioAssay.
# TSHR antag: antagonists of human thyroid stimulating hormone receptor | hit rate 0.2% among 330,000 | TSHR-expressing cells, TSH-stimulated cAMP HTRF, 2 h; hits give low values | activity change, negative = inhibition, % at 11.5 µM | P16473;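 active means activity change below a set negative limit, meaning inhibition stronger than a set level, cut at about -70% in these data; inconclusive means activity change between two set negative limits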; further: on the % scale 0 is the no-effect control and ±100 the full control effect
#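 TSHR-expressing cells were treated with compounds, then stimulated with TSH at EC80 (4nM final) for 2 hours at 37 deg C. Cellular cAMP was measured by HTRF competition between lysate cAMP and cAMP-d2 for a cryptate-labelled anti-cAMP antibody.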
# Mito fusion yeast: inhibitors of mitochondrial division or activators of mitochondrial fusion | Potency, µM (top dose mostly 46.1 µM), inactives show top-dose growth rescue (activation), usual class: activators | hit rate 0.23% among 320,000 | S. cerevisiae fusion-defective mutant growth rescue, CellTiterGlo 48 h;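 further: potency means the concentration at half of the fitted maximal effect; % of control where 0% means no effect; nearly all actives have a fitted effect of over 45% in size; temperature-sensitive fusion mutants such as fzo1-1 at 37 °C on non-fermentable ethanol glycerol medium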
#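 Compounds are tested for their ability to restore growth of mitochondrial fusion-defective yeast strains at non-permissive 37C in YPEG medium over 48 hours. Viability is quantified by luciferase luminescence.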
# Eya2 phos inh: inhibitors of human Eya2 phosphatase activity; O00167; recombinant Eya2, OMFP fluorescence dephosphorylation (OMFP is methylfluorescein phosphate); Potency, µM (top dose mostly 76.9 µM), inactives show top-dose activity, negative = inhibition, usual class: inhibitors; hit rate 0.006% among 330,000; further: potency means the concentration at half of the fitted maximal effect; on the % scale 0 is the no-effect control and ±100 the full control effect
#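 Eya2 (0.2 uM) preincubated 10 min at ambient with compound, then OMFP substrate added at 50 uM; 10 min reaction in 50 mM HEPES pH 7.5, 50 mM NaCl, 5 uM MgCl2, 0.05% BSA, 1 mM DTT. Fluorescence read at Ex 485/Em 525 nm.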
# ELG1 repair inh: ELG1-dependent DNA repair inhibition; HEK293T ELG1-luciferase reporter, luminescence, 16 h; DNA damage induced by 5-fluorouridine; Potency, µM (top dose mostly 46.1 µM), without a hit: top-dose activity change, negative = inhibition, hits mostly inhibitors; hit rate 2.3% among 330,000; further: potency means the concentration at half of the fitted maximal effect; on the % scale 0 is the no-effect control and ±100 the full control effect; nearly all actives have a fitted effect of over 55% in size
#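 5-Fluorouridine DNA damage + compound/DMSO, 2,000 cells/well, 16 h, 37 °C/5% CO2. ONE-Glo, 30 min RT, luminescence. Readout = decrease in reporter signal.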
# A-T KAP1 phos: candidate therapy for ataxia-telangiectasia. hit rate 0.19% among 320,000. […] A-T fibroblasts, KAP-1 phosphorylation AlphaLISA; neocarzinostatin DNA damage 30 min before lysis. AID 485349. Potency, µM (series often up to 57.5 µM), for the others: at the top dose activation, most hits filed as activators; further: potency means the concentration at half of the fitted maximal effect; % of control where 0% means no effect; nearly all actives have a fitted effect of over 45% in size
#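 hTERT-immortalized A-T patient fibroblasts ([…]), 500 cells/well in OPTI-MEM, 1% FBS, got compounds for 60 min, then NCS for 30 min at 37C. Lysates were then assayed for phospho-KAP-1 by AlphaLISA (anti-pKAP1 donor, anti-KAP1 acceptor beads), 6 hr at 25C.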
# TCR activator: activates T cell receptor signaling | primary human leukocytes, anti-CD3, IL-2 HTRF, 48 h | Potency, µM (series often up to 9.22 µM), for the others: top-dose activation of IL-2 secretion, most hits filed as activators | 330,000 tested, under 10 active | AID 504894; further: % of control where 0% means no effect
#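 48 hr co-incubation of compounds, a-CD3 beads and primary human leukocytes; IL-2 quantified homogeneously by HTRF with anti-IL-2 K and d2 conjugates.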
# KCNH2 3.1 inh: KCNH2 3.1 (human) potassium channel inhibition; U2OS KCNH2 3.1, thallium flux FluxOr; hits give low values; activity change, % (tested at about 1.8 µM); hit rate 0.95% among 340,000; AID 720553;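 active means maximum activity change below -70%; inconclusive means maximum activity change from -70% to -50%; inactive means maximum activity change above -50%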;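 further: thallium influx rate constant from kinetic fluorescence after stimulation buffer; on the % scale 0 is the no-effect control and ±100 the full control effect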
#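 Steps: virus added to U2OS suspension (4 h, RT, dark); medium with 10% FBS added, cells plated, 37 C overnight; FluxOr/Red40 loading buffer 45 min RT; stimulation buffer, 2 min kinetic read; rate constant normalized.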
# TRPV1 agonist: activates the human vanilloid receptor TRPV1. Q8NER1. TRPV1-expressing cells, Fluo-8 calcium influx, agonist mode. activation, % at 8.33 µM. hit rate 0.19% among 320,000. AID 540275; in the data active means activation above about 80%; inconclusive means between about 30% and that limit; further: 0% is about no effect
# Target sequence (Q8NER1 whole entry, looked up): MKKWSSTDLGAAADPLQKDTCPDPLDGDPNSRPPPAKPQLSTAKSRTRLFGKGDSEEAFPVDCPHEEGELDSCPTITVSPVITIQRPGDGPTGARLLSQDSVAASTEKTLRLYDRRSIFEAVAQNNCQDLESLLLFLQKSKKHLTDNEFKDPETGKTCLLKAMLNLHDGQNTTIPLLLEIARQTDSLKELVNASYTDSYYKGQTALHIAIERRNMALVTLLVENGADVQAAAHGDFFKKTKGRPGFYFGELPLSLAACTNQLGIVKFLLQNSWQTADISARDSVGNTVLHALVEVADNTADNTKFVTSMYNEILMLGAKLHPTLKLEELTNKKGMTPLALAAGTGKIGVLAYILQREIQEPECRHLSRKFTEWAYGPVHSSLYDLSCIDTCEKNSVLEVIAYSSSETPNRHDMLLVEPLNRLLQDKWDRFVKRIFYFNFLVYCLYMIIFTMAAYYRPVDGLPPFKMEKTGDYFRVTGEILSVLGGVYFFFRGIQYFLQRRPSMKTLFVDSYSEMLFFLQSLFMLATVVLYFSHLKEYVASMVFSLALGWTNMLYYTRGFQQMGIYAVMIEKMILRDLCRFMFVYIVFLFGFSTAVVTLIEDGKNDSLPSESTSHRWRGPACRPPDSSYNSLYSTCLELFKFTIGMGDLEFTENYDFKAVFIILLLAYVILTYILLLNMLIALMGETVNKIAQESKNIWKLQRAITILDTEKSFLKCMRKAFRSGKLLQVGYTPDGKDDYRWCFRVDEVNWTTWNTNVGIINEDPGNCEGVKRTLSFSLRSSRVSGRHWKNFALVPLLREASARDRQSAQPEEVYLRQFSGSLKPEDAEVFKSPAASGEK
#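 Cells expressing TRPV1 were dye-loaded with Fluo-8 and read kinetically: 10 s baseline, 3 min after compound (agonist portion), then 2 min after EC20 capsaicin (allosteric enhancer portion). Calcium-bound dye fluorescence at 480/520 nm.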
# USP2a block: inhibitors of human ubiquitin-specific protease USP2a | O75604 | USP2 core, Ub-CHOP2 coupled fluorogenic reporter, 485/531 | Potency, µM (series often up to 38.3 µM), for inactives: at the top dose activity change, negative = inhibition, hits mostly inhibitors | hit rate 0.01% among 330,000 | AID 463254;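 further: potency means the concentration at half of the fitted maximal effect; plate controls were DMSO wells for no effect and full inhibition by NEM control for full effect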
#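 Deubiquitinase activity read as fluorescence (485/531 nm) after Ub-CHOP2 cleavage activates the enterokinase reporter on its substrate; USP2 core 10nM, Ub-CHOP2 and substrate 25nM each, 30min compound preincubation then 60min RT; data normalized to NEM, curves fitted.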
# hERG WT inh: blocks the wildtype human KCNH2 potassium channel; U2OS, BacMam KCNH2, thallium flux FluxOr; hits give low values; activity change, % at 1.84 µM; hit rate 0.37% among 340,000;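 active means maximum activity change below -70%; inconclusive means maximum activity change between -70% and -50%; inactive means maximum activity change above -50%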; further: on the % scale 0 is the no-effect control and ±100 the full control effect
#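 U2OS cells transduced with wild-type KCNH2 virus are loaded with FluxOr dye for 45 min, and thallium flux is measured in kinetic reads before and after stimulation buffer. Rate constants are normalized to DMSO controls.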
# The depositor's hits bear a star; ? = inconclusive; nt = no result given; [ ] = another dose, or the depositor's remark. Unless noted, the call rests on the fitted dose curve; in most records, active means well fitted curve in the direction sought with a large enough effect; inconclusive means small, poorly fitted or top-dose-only effect, or another doubt; inactive means no such curve, though single readings can be large; an effect the other way counts as inactive or inconclusive. A portion of the library; rates above refer to the full screens.
SMILES,TSHR antag,Mito fusion yeast,Eya2 phos inh,ELG1 repair inh,A-T KAP1 phos,TCR activator,KCNH2 3.1 inh,TRPV1 agonist,USP2a block,hERG WT inh
CN1CCN(c2nnc(-c3ccc(F)cc3)c3ccccc23)CC1,-10,-1%,10%,6%,8%,4%,3,1,1%,3
Cc1c(Cl)cccc1NC(=O)CSc1ncnc2c1cnn2CCc1ccccc1,11,-1%,-9%,23%,12%,2%,-5,15,-1%,-12
COc1cccc(NC(=O)COC(=O)C2CCN(S(=O)(=O)c3cccs3)CC2)c1,2,9%,1%,7%,5%,0%,-4,-1,-4%,-1
O=C(c1ccc(=O)[nH]n1)N1CCN(S(=O)(=O)c2ccccc2F)CC1,-6,nt,7%,5%,-3%,5%,-5,nt,0%,0
COc1cccc(CNC(=O)c2cccc(NC(=O)CC3SC(N4CCCCC4)=NC3=O)c2)c1 (stereo not drawn),3,0%,5%,?,0%,-2%,3,-4,-2%,-2
CC(NC(=O)CCN1C(=O)c2ccccc2S1(=O)=O)c1ccccc1 (stereo not drawn),-4,3%,5%,-1%,-9%,-1%,1,-1,-6%,1
COC(=O)c1ccc2c(c1)nc(C)n2CCO,2,-9%,3%,15%,1%,9%,-6,2,0%,13
COc1ccc(/C=C/C(=O)Oc2ccc(/C=N\NC(=O)c3ccc(F)cc3)cc2)cc1,7,0%,-7%,?,0%,-3%[46.1 µM],-11,-4,-1%,10
CCSc1nnc(NC(=O)CSc2nnc(Cc3cccn3C)n2CCc2ccccc2)s1,4,-6%,-7%,0%,-2%,8%,8,3,-4%,21
CCOC(=O)Nc1ccc(C)cc1C,-2,2%,21%,13%,nt,4%,-6,0,-1%,-12
C=CCn1c(NCc2ccccc2OC)nc2ccccc21,3,-13%,4%,13%,11%,0%,-4,11,-1%,13
CCC(=O)OCc1c(C(F)(F)F)nn(C)c1Sc1ccc(F)cc1,6,-2%,-13%,-7%,3%,3%,15,14,1%,0
O=Cc1c(NCCCN2CCCC2=O)c2ccccc2[nH]c1=O,-5,1%,-1%,1%,-2%,-2%,12,-1,1%,3
CCOC(=O)c1sc(=S)n(C)c1N,-7,1%,12%,17%,3%,3%,-6,12,-1%,-2
Cc1cc(C)c2oc(C(=O)NC3CCS(=O)(=O)C3)cc(=O)c2c1 (stereo not drawn),13,-1%,3%,12%,0%,0%,-5,3,2%,7
COc1ccc(NC(=O)NC2(C(=O)N3CCCCC3)CCCCC2)cc1,-31,3%,-5%,4%,10%,6%,-2,-6,2%,9
O=C(CSc1cccc2cccnc12)Nc1cc(C(=O)O)cc(C(=O)O)c1,-2,-4%,6%,4%,-4%,4%,44,8,-1%,-4
CCCCN(C)CCCNC(=O)CN1C(=O)CSc2ccc(S(=O)(=O)N3CCOCC3)cc21,2,5%,-11%,10%,-2%,3%,12,4,0%,3
CC(C)CCNC(=S)Nc1ccc([N+](=O)[O-])cc1,-46,-13%,-6%,?,-3%,1%[46.1 µM],2,?,4%,-2
Cc1ccc(C2=C(O)c3ccccc3C(=O)C2=O)cc1,3,-4%,?,-7%,0%,-4%,-4,0,1%,-7
CCn1cc(C2=NCC(C)O2)c2ccccc21 (stereo not drawn),-3,0%,-22%,0%,8%,1%,-2,-5,2%,3
O=C(N/N=C/C(Cl)=C/c1ccccc1)c1ccncc1,3,-2%,5%,7%,7%,-2%,8,?,3%,-4
O=C(CSc1nccc(-c2cccs2)n1)Nc1ccc(F)c(Cl)c1,2,14%,-24%,-8%,2%,-6%,18,3,0%,1
COc1ccccc1CNC(=O)CCN1C(=O)COc2ccc(C)cc21,6,1%,13%,?,2%,-7%,0,4,3%,-3
CCC(C)(C)C1CCc2[nH]nc(C(=O)NCCN3CCOCC3)c2C1 (stereo not drawn),3,0%,-1%,-22%,4%,3%,10,5,4%,-2
CCOc1ccc(NC(=O)CC2C(=O)Nc3ccccc3N2C(=O)c2ccccc2)cc1 (stereo not drawn),-1,0%,-2%,-2%,1%[11.5 µM],10%,28,1,-1%,8
Cn1cc(/C=N/Nc2ccccc2)c2ccccc21,2,-10%,-11%,4%,1%,3%,-10,4,-1%,-10
Cc1oc2c(C)c3oc(=O)c(CCC(=O)NCCCCCC(=O)O)c(C)c3cc2c1C,-16,21%,9%,-1%,24%,-6%,11,-6,-6%,5
COc1ccc(/C=C2/N=C3CCCCCN3C2=O)cc1,0,0%,-5%,?,-2%,0%,-5,?,0%,0
Fc1cccc(CNCC2CCCO2)c1 (stereo not drawn),18,7%,12%,-7%,-61%[inhibitor],nt,-4,1,-2%,8

# Next part; it opens with the 4 that closed the last part.
SMILES,TSHR antag,Mito fusion yeast,Eya2 phos inh,ELG1 repair inh,A-T KAP1 phos,TCR activator,KCNH2 3.1 inh,TRPV1 agonist,USP2a block,hERG WT inh
Cn1cc(/C=N/Nc2ccccc2)c2ccccc21,2,-10%,-11%,4%,1%,3%,-10,4,-1%,-10
Cc1oc2c(C)c3oc(=O)c(CCC(=O)NCCCCCC(=O)O)c(C)c3cc2c1C,-16,21%,9%,-1%,24%,-6%,11,-6,-6%,5
COc1ccc(/C=C2/N=C3CCCCCN3C2=O)cc1,0,0%,-5%,?,-2%,0%,-5,?,0%,0
Fc1cccc(CNCC2CCCO2)c1 (stereo not drawn),18,7%,12%,-7%,-61%[inhibitor],nt,-4,1,-2%,8
Cc1c(Br)c([N+](=O)[O-])nn1CC(=O)N1CCc2ccccc21,-4,2%,-9%,13%,3%,0%,19,2,1%,-4
CCOC(=O)C1CCN(C(=O)c2cc3c(s2)-c2ccccc2OC3)CC1,-18,2%,-9%,?,5%,-6%,4,14,3%,-7
CC(=O)C(Cc1ccccc1)NC(=O)CCl (stereo not drawn),-7,10%,4%,-7%,3%,-1%,-8,-2,1%,-3
CCC(=O)Nc1cccc(NC(=O)COc2ccc(OC)cc2)c1,-9,7%,-2%,?,2%,-2%,-4,-1,-1%,-8
COc1cc(C2C3=C(Nc4ncnn42)c2ccccc2CC3)cc(OC)c1OC (stereo not drawn),-9,-2%,-9%,3%,-5%,-5%,1,10,-1%,1
C(=N\NCc1ccccc1)/c1ccc2ncccc2c1,-9,-6%,-13%,?,4%,-22%,5,11,-1%,3
Cc1ccc2c(=O)n3c(nc2c1)C(Cc1ccccc1)NC(=O)c1cc(Cl)ccc1-3 (stereo not drawn),0,nt,4%,2%,-5%,nt,nt,nt,3%,nt
CCCCOc1ccc(NC(=O)CN2CCN(Cc3ccccc3)CC2)cc1,5,-5%,4%,-8%,5%,9%,-37,4,-1%,8
CCCCN(C)Cc1c(O)ccc2c(-c3ccccc3)cc(=O)oc12,-13,9%,5%,3%,12%,-7%,5,10,4%,14
COc1ccc(Nc2nc(OC)nc(N3CCN(c4ccc(OC)cc4)CC3)n2)cc1,-4,0%,10%,-8%,-5%,1%,-45,3,-3%,-7
COc1cccc(/C=N/Nc2c(Cl)cncc2Cl)c1O,2,-20%,-11%,?,-12%,-3%,2,?,1%,4
COc1cc2ccccc2cc1C(=O)NNC(=O)c1ccccc1O,-11,2%,-15%,26µM*,1%,nt,nt,9,3%,nt
COc1ccc2c(c1OC)C(=O)N1c3ccccc3COC21 (stereo not drawn),-6,1%,8%,?,7%,-3%,17,0,-1%,-9

# 6 compounds from above, arranged by the value under Eya2 phos inh, rising:
mol	TSHR antag	Eya2 phos inh	TCR activator	TRPV1 agonist
COc1cc2ccccc2cc1C(=O)NNC(=O)c1ccccc1O	-11	-15%	nt	9
COc1cccc(/C=N/Nc2c(Cl)cncc2Cl)c1O	2	-11%	-3%	?
Cc1c(Br)c([N+](=O)[O-])nn1CC(=O)N1CCc2ccccc21	-4	-9%	0%	2
CCC(=O)Nc1cccc(NC(=O)COc2ccc(OC)cc2)c1	-9	-2%	-2%	-1
CC(=O)C(Cc1ccccc1)NC(=O)CCl (stereo not drawn)	-7	4%	-1%	-2
CCCCN(C)Cc1c(O)ccc2c(-c3ccccc3)cc(=O)oc12	-13	5%	-7%	10
